TLR9-MyD88 block: blocks human TLR9 binding to MyD88 | CHO BLA complementation TLR9-MyD88, CCF4 FRET ratio | AID 504734 | 0.21% of 340,000 active | Q9NR96+Q99836 | inhibition, % at 4.98 µM;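 active means inhibition above the mean over all tested compounds plus 3 SD, cut at about 21% in these data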;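 further: 0% = DMSO only wells and 100% = clavulanate BLA inhibitor control wells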
COUP-TFII inh: inhibitors of human COUP-TFII (NR2F2); P24468; HEK293T NGFI-A luciferase reporter, luminescence; inhibition, % at 8.6 µM; 0.7% of 370,000 active;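 active means inhibition above a per-plate cutoff, mean inhibition of test wells between control levels plus 3 SD, cut at about 38% in these data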;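 further: cells cotransfected with COUP-TFII expression vector driving the NGFI-A reporter; 0% = median of COUP-TF2 test wells and 100% = reporter-only cells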
ABHD5 PLIN5 PPI: inhibitors of human ABHD5-perilipin-5 interaction. Q00G26+Q8WTS1. Split G. princeps luciferase complementation, luminescence, 4 h. 0.78% of 360,000 active. inhibition, % at 4 µM;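 active means inhibition above the mean inhibition across every tested compound plus 3 SD, cut at about 22% in these data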;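 further: 0% = DMSO only wells and the 100% control is not disclosed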
Target sequence (Q00G26 whole entry, looked up): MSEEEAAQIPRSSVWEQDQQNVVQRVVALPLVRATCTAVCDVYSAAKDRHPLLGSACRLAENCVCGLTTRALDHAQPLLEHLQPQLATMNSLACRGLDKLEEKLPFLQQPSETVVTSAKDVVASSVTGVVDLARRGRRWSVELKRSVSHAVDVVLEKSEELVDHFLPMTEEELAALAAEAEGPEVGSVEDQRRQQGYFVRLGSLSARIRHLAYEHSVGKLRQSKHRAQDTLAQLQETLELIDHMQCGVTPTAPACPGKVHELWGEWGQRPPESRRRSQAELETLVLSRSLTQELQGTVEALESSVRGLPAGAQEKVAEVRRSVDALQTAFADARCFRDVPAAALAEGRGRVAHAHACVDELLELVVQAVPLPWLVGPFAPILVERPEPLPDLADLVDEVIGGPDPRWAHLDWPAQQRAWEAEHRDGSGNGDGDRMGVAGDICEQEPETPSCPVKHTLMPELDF
Target sequence (Q8WTS1 whole entry, looked up): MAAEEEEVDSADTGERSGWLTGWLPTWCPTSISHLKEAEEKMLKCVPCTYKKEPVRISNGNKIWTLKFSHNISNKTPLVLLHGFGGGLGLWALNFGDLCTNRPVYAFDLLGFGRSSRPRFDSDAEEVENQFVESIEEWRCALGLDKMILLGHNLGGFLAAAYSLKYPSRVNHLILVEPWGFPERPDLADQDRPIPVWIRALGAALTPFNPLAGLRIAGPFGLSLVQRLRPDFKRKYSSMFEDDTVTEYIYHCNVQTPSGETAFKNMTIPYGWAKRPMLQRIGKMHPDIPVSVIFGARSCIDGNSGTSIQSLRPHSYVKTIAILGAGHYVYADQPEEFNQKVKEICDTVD
NOD2 RIPK2 PPI: blocks binding of human NOD2 to RIPK2. O43353. 0.38% of 360,000 active. CHO BLA complementation NOD2-RIPK2, CCF4 ratio. inhibition, % at 4.98 µM. AID 624267; in the data active means inhibition above about 21%;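 further: 0% = vehicle only and 100% = reference blocker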
TROY NFkB inh: inhibitors of TROY-dependent NF-kB signaling; Q293 LMP1-TROYcd NF-kB luciferase reporter, 4 h; inhibition, % at 10 µM; 0.98% of 360,000 active;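 active means compounds whose plate-normalised and pattern-corrected inhibition of the luciferase reporter signal at the single screening dose is 50% or more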
SRC3 inh: inhibitors of human steroid receptor coactivator 3 (SRC3); inhibition, % at 3.6 µM; HEK293 GAL4-SRC3 luciferase reporter, luminescence; 0.17% of 360,000 active; Q9Y6Q9;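 active means inhibition above a per-campaign cutoff, the mean of all compounds plus 3 SD, cut at about 60% in these data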;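 further: 0% = DMSO-treated cells and 100% = gossypol-treated cells at 36 µM; higher means less SRC3-driven luciferase light from the GAL4 reporter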
LRH-1 inv ag: NR5A2 inverse agonism in reporter assay | inhibition, % at 3.6 µM | HEK293T StAR-luciferase reporter, LRH-1 transfected, 24 h | O00482 | 0.13% of 360,000 active;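 active means inhibition above the mean inhibition of all tested compounds plus 3 SD, cut at about 73% in these data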;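 further: 0% = DMSO wells and 100% = reporter-only cells lacking LRH-1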
NCOA2 inhibitor: inhibits human steroid receptor coactivator 2; Q15596; HEK293 GAL4-SRC2 luciferase reporter, luminescence; inhibition, % at 9 µM; 0.17% of 370,000 active;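 active means inhibition above the mean inhibition of all tested compounds plus 3 SD, set per campaign, cut at about 52% in these data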;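 further: 0% = DMSO treated cells and 100% = cells given Gossypol at 36 µM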
Granule exo inh: lytic granule exocytosis inhibition. TALL-104 LAMP-1 surface exposure, flow cytometry; cells stimulated with thapsigargin and PMA. 0.66% of 360,000 active. inhibition, % at 10 µM. AID 651702;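 active means inhibition above about 55%, limit read from the data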
SRC1 inh: inhibits human SRC1 coactivator; inhibition, % at 3.6 µM; AID 588354; HEK293 GAL4-SRC1 luciferase reporter, luminescence; 0.12% of 360,000 active;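 active means inhibition above the campaign mean plus 3 SD, with each screening campaign given its own cutoff, cut at about 60% in these data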;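 further: 0% = DMSO treated cells and 100% = gossypol at 36 µM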
TWEAK Fn14 block: blocks TWEAK-Fn14 interaction in a reporter cell assay. TWEAK-stimulated Fn14 reporter cells, luciferase luminescence, 8 h. inhibition, % at 10 µM. 2% of 360,000 active. AID 1159606; in the data active means inhibition above about 50%
Active calls of the source: *; nt = no result given. Some of the compounds tested. The share of hits here may be higher or lower than overall.

Results follow in this order: TLR9-MyD88 block, COUP-TFII inh, ABHD5 PLIN5 PPI, NOD2 RIPK2 PPI, TROY NFkB inh, SRC3 inh, LRH-1 inv ag, NCOA2 inhibitor, Granule exo inh, SRC1 inh, TWEAK Fn14 block
O=C(Nc1ccccc1C(=O)O)c1ccccc1
→ -12, -15, -2, 0, 2, -78, -47, -12, -8, -34, -14
COc1ccc2[nH]cc(CCNC(=O)c3ccc4ccccc4n3)c2c1
→ -7, 9, 0, 0, 36, -8, 10, -5, -1, -15, 1
Cc1[nH]n(-c2ccccc2)c(=O)c1N=Nc1cccc([N+](=O)[O-])c1
→ -31, -6, -3, 14, -40, -16, -6, -8, -1, -6, -15
CCCCCN1C(=O)/C(=C/c2c(N3CCc4ccccc4C3)nc3ccccn3c2=O)SC1=S
→ -4, -15, 0, -2, 40, -78, -39, -34, -8, -52, 9
Oc1ccc(-c2nc3ncccn3c2Nc2ccc3c(c2)OCO3)cc1
→ -4, -2, -1, -1, -43, 9, 14, -12, -1, -10, -17
CCOC(=O)C1=C(COC(=O)COc2ccc(Br)cc2)NC(=O)NC1C (stereo unspecified)
→ -21, -11, 1, -4, -7, 2, 2, 9, -2, -7, 19
O=C(Nc1ccccc1N1CCCCC1)c1ccc(F)c(S(=O)(=O)N2CCOCC2)c1
→ 5, -23, 5, -4, 20, 17, -15, -9, -7, 10, 7
COc1ccc(C(CNC(=O)c2cccc(S(=O)(=O)N3CCCC3)c2)N2CCCC2)cc1 (stereo unspecified)
→ -7, 11, -5, 6, -2, 6, -31, 7, 0, 2, -25
Cc1ccc(S(=O)(=O)Nc2ccc(S(=O)(=O)Nc3nccs3)cc2)c([N+](=O)[O-])c1
→ -17, 1, -15, -3, -2, -6, -4, -3, 1, -15, -8
Cc1cc(C)cc(N(C(=O)Cn2nnc3ccccc32)C(C(=O)NCc2ccco2)c2ccncc2)c1 (stereo unspecified)
→ 6, -3, 4, -6, -6, -20, -18, -8, 0, -11, -6
Cc1ccc(CN2CCC[C@]3(N[C@H](c4ccccc4)[C@@H]4C(=O)N(C)C(=O)[C@@H]43)C2=O)cc1
→ -2, 3, 0, -2, -5, 2, 7, -5, 1, -8, -1
CCc1ccc2nc3n[nH]c(N)c3cc2c1
→ -2, -62, 2, -10, -24, -74, -109, -44, 0, -91, -2
Fc1cccc(Cc2c(-c3ccco3)nc3ccc(Cl)cn23)c1
→ nt, nt, 75*, 13, -4, -7, -5, nt, 58*, -9, 54*
C=C(C)Cc1c(C)c(C#N)c2[nH]c3ccccc3n2c1=O
→ -6, 6, 2, 1, 32, 10, -4, 28, 4, 0, 12
CCOc1cccc(C2/C(=C(\O)c3ccc4c(c3)OCCO4)C(=O)C(=O)N2Cc2ccncc2)c1 (stereo unspecified)
→ 1, -5, -2, -5, -2, 10, 21, -9, -4, -9, -21
COCCn1c(SCC(=O)NC2CCCC2)nc2c(c1=O)SCC2
→ 11, 2, 9, -14, -1, 14, 24, -2, 0, 15, -7
COC(=O)c1cc(C)sc1NC(=O)CN1CCN(C(=O)c2ccco2)CC1
→ 6, 0, 4, -3, -7, 7, 2, 0, -10, -15, -2
CCOc1ccc(NC(=O)CN(C)C(=O)CC2CCCCC2)cc1OCC
→ -5, 13, -3, 1, 10, 25, 22, -7, -2, -10, -8
COc1ccc(N2CCN(C3CCCN(Cc4ccc(F)cc4Cl)C3)CC2)cc1 (stereo unspecified)
→ 1, 22, 11, -3, -9, -12, 10, -1, 30, 13, -4
CCN(CC(=O)NCc1ccc(F)cc1)C(=O)/C=C/c1cc(OC)ccc1OC
→ 2, 2, 2, -10, -20, 6, 29, 6, 13, -18, -7
O=C(CCCl)Nc1nnc(SCC(=O)NC2CCCC2)s1
→ -4, -35, 3, -1, -12, 7, 1, -6, -1, -20, -4
CCC(c1nnc(SCC(=O)Nc2ccc(S(N)(=O)=O)cc2)n1Cc1ccccc1)N(C)C (stereo unspecified)
→ -1, 9, 2, 2, 4, 11, -1, 16, 0, -24, 10
CCN1CCN(C(=O)Cn2ncc3c([nH]c4ccc(C)cc43)c2=O)CC1
→ -5, 22, -5, -2, 13, 15, -3, 1, -4, 13, 6
CCSc1nnc(NC(=O)c2cccnc2)s1
→ -8, -21, 8, -1, -45, -31, -39, -24, 0, -34, -6
COc1ccccc1-c1nnc(SCC(=O)Nc2cccnc2Cl)n1C
→ -1, 3, -1, -6, -8, -9, 17, 0, 6, -3, -5
CCOC(=O)C1=C(COC(=O)COc2ccccc2C#N)NC(=O)NC1C (stereo unspecified)
→ 2, -2, 3, -6, 13, 9, 11, -27, 12, -13, 1
CC1CCCC(NC(=O)CN(C)CC(=O)Nc2ccc(F)cc2)C1C (stereo unspecified)
→ -10, -6, -8, -5, -3, -13, -24, 33, -4, 0, -3
Cc1onc(-c2ccccc2)c1C(=O)NCc1ccc2c(c1)OCO2
→ -2, -7, 7, -9, 0, 15, 19, -12, 1, 14, 13
CCOc1ccc(OCC)c(NC(=O)C2CCN(S(=O)(=O)c3cnc[nH]3)CC2)c1
→ -4, -18, -7, 1, 5, 2, 12, -18, 2, 2, 0
Cc1ccc(S(=O)(=O)N2[C@@H](c3ccc(Br)cc3)C(C(=O)O)=C[C@H]2CC2CCCC2)cc1
→ 6, -2, -1, 0, 43, -10, 29, -21, 6, 0, 25
CCc1nnc(NC(=O)CCC(=O)NC2CCCCCC2)s1
→ -1, 11, -3, -15, -4, -10, -18, -21, -2, -21, 1
CN(c1ccccc1)S(=O)(=O)c1cccc(C(=O)OCC(=O)NCc2ccco2)c1
→ -2, 5, -7, -4, -2, 9, -1, -10, 7, 5, 23
COc1ccc(NC(=O)C(c2cc3c(cc2[N+](=O)[O-])OCO3)N(C)C)cc1 (stereo unspecified)
→ -11, -16, -4, -13, -43, -27, -17, -19, -2, -9, -13
Cc1ccc(C(=O)N2CCCCC2C(=O)O)cc1S(=O)(=O)N1CCCCC1 (stereo unspecified)
→ -26, -9, -7, -11, 3, 2, -17, 5, -12, -1, 17
CC(=O)N(NC(=O)c1ccc(C)cc1)C1CC(=O)N(c2ccccc2Cl)C1=O (stereo unspecified)
→ 0, 7, 3, -4, 11, 14, 2, -30, 1, 5, -1
CN(C)S(=O)(=O)N1CCC(c2ccc(F)cc2)C(COc2ccc3c(c2)OCO3)C1 (stereo unspecified)
→ -4, -3, -7, 0, 4, 7, 14, 17, 1, 8, 0
COc1ccc(/C=C2\SC(=O)N(CCNC(=O)CN3C(=O)NC4(CCCC4)C3=O)C2=O)cc1
→ -12, -16, -3, -6, -27, -28, -13, -49, -4, -1, 6
CCN(C(=O)COC(=O)c1cccc(C)c1[N+](=O)[O-])c1c(N)n(Cc2ccccc2)c(=O)[nH]c1=O
→ -8, 4, -6, -6, -1, -4, -12, 9, -5, 7, 3
O=C(Nc1ccc(S(=O)(=O)Nc2ncccn2)cc1)c1cccc(S(=O)(=O)N2CCCC2)c1
→ 8, 17, -1, 3, -6, 3, -5, -16, -7, -11, 9
CC(C)c1ccc(NC(=O)N2CCC(c3nc4ccccc4o3)CC2)cc1
→ 2, nt, 4, 7, 8, 4, 1, nt, 0, 2, 20
CC1(C(=O)NS(=O)(=O)c2ccc(Cl)s2)CCN1C(=O)C1(c2ccc(Cl)cc2)CCC1 (stereo unspecified)
→ nt, -19, 0, 5, 2, -17, 3, -16, 2, -5, 22
COc1ccc(/C=C2\N=C(C)N(c3ccc4ccccc4c3)C2=O)cc1OC
→ -5, 10, -2, -1, 23, -13, -17, 3, -3, 3, 2
c1ccc(SCc2nc3ccccc3s2)nc1
→ -9, -55, -12, 2, -18, -86, -84, -57, 10, -97, 27
O=C(NCc1ccccc1)c1ccc(Cl)nc1
→ nt, -3, 1, 3, -1, 14, -10, 20, -1, 7, -18
COc1cc(C(=O)NC(=S)Nc2ccccc2N2CCCC2)cc(OC)c1OC
→ 11, -3, -6, -3, 0, 14, -3, -28, 4, 4, 4
CCOC(=O)C(NCc1ccccc1OC)(NC(=O)CC)C(F)(F)F (stereo unspecified)
→ 0, 7, -3, -6, 16, -9, 0, 16, -1, -27, 24
CCOC(=O)N1CCN(C(=O)COC(=O)CSc2cc(C)c(Br)cc2C)CC1
→ 6, -2, 1, 2, -19, -38, -12, -4, 6, 6, 2
CCc1ccc2c(c1)c(N=NC1=NC(=O)CS1)c(O)n2C
→ -8, -3, -4, -9, 21, 0, -2, -33, 4, -17, 7
CN1C(=O)C(C)(C)c2cc(S(=O)(=O)N3CCCC3C(=O)NCc3ccccc3Cl)ccc21 (stereo unspecified)
→ -2, 11, -7, -5, 9, 0, 4, -26, -4, -11, -13
Cc1cc2nc(-c3ccc(F)cc3)c(Cc3ccsc3)n2c(C)c1Br
→ nt, -9, -2, -2, -44, nt, 33, -3, -6, nt, 0
Cc1csc(NC(=O)c2sccc2C)n1
→ -5, -37, 9, -1, -37, -133, -134, -58, -6, -104, 29
C=CCn1c(SCC(=O)NCC(=O)OCC)nnc1-c1cccc(OC)c1
→ 9, 2, 9, 4, 1, 12, -6, -27, -3, -4, 8
CN(C)S(=O)(=O)c1ccc(Cl)c(NC(=O)C2CCN(S(=O)(=O)c3cccs3)CC2)c1
→ 3, 15, -6, -1, 6, 5, 24, 4, -4, 5, 7
Cc1ccc(C)c(Cn2nnc3c(=O)[nH]c(C4CCCN(S(=O)(=O)Cc5ccccc5)C4)nc32)c1 (stereo unspecified)
→ -5, -8, -6, 0, 4, 0, -11, -15, 52, -1, -19
CCN(CC)S(=O)(=O)c1ccc(NC(=O)CCN2C(=O)C3CC=CCC3C2=O)cc1 (stereo unspecified)
→ -11, 0, -1, 2, 6, -2, -13, -19, -7, -16, -2
COc1ccc(C(O)c2nc(-c3cccc(CO)c3)cs2)cc1 (stereo unspecified)
→ nt, 11, 1, -8, -25, -17, 8, -11, -2, -3, -19

Screening data: PubChem BioAssay, several laboratories
